RGS4 inh = Inhibitors of Regulator of G Protein Signaling (RGS) 4: qHTS | Regulator of G-protein signaling 4 (Homo sapiens), P49798 | Transcreener GDP fluorescence polarization, RGS4-accelerated GTP hydrolysis | Potency, µM (titrated, usually from 114 µM), inactives show at the highest dose activity change, negative = inhibition, usual class: inhibitors | actives 0.039% (n = 390,000) | AID 504845, 2011; note: potency is the fitted concentration of half-maximal effect; % is set by controls: 0 for no effect and ±100 for the full control effect; nearly all actives have a fitted effect of over 75% in size; some results filed as inactive show a strong effect at the top dose
Target sequence (P49798 whole entry, looked up): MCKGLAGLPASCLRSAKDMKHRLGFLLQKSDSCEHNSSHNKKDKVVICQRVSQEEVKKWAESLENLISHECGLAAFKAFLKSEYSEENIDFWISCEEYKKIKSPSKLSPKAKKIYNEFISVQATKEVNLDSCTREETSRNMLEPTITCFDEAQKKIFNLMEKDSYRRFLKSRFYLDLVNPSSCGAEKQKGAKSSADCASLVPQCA
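MLSMR compounds (23 nl, pin-transferred) preincubated 10 min at room temperature with a 500nM (2x) first reagent, then RGS4 at 900nM (2x) plus Transcreener GDP mix added; fluorescence polarization (620/688 nm) read before and after 90 min at 30 °C.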
Glioma ERSR ind = qHTS for Inducers of the Endoplasmic Reticulum Stress Response (ERSR) in Human Glioma: qHTS; U87-MG GRP78 promoter luciferase reporter, 16 h; Potency, µM, for the others: at the highest dose activation, usual class: activators; actives 0.02% (n = 420,000); note: potency is the fitted concentration of half-maximal effect; series mostly up to about 76 µM; % of control where 0% means no effect; nearly all actives have a fitted effect of over 35% in size
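Stably transfected U87-MG human glioma cells carrying a GRP78-based luminescent sensor were seeded at 1000 cells/well, pin-dosed with compounds and incubated 16 h. Luciferase reagent was then added, and end-point luminescence was read after 10 min at room temperature.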
D2 antag = HTS Assay for Allosteric Antagonists of the Human D2 Dopamine Receptor: Primary Screen for Antagonists | D(2) dopamine receptor (Homo sapiens), P14416 | HEK293 TREx D2 cells, calcium flux, dopamine EC80 | inhibition, % at 10 µM | actives 2% (n = 340,000) | AID 485344, 2010; in the data active = inhibition above about 30%; note: 0% is about no effect
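HEK293 T-REx D2 cells, tet-induced, calcium dye no-wash. Cpd pintool add, 180 s kinetic, then EC80 DA, 180 s kinetic. Ca flux read.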
D2 ag = HTS Assay for Allosteric Agonists of the Human D2 Dopamine Receptor: Primary Screen for Agonists; D(2) dopamine receptor (Homo sapiens), P14416; HEK293 T-REx D2 cells, calcium flux agonist mode; activation, % at 2 µM; actives 0.53% (n = 340,000); AID 485358, 2010;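 active = activation over 3 SD above normal in the single-dose calcium agonist read, cut at about 30% in these data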; note: 0% is about no effect
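Agonism scored from kinetic calcium signal (1 read/sec, 180 s) following compound pin transfer, after a 10 s baseline. Cells: HEK293 Trex line expressing inducible D2 receptor coupled to calcium, dye-loaded after overnight culture at 30 C.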
12-LOX inh = Primary qHTS assay for inhibitors of human arachidonate 12S-lipoxygenase (ALOX12): Round 2. actives 1.1% (n = 580,000). Potency, µM (series often up to 108 µM), for the others: at the top dose activity change, negative = inhibition, hits mostly inhibitors. purified 12hLO, xylenol orange hydroperoxide absorbance. AID 1671190, 2021. Polyunsaturated fatty acid lipoxygenase ALOX12 (Homo sapiens), P18054; note: potency is the fitted concentration of half-maximal effect; % is set by controls: 0 for no effect and ±100 for the full control effect
Target sequence (P18054 whole entry, looked up): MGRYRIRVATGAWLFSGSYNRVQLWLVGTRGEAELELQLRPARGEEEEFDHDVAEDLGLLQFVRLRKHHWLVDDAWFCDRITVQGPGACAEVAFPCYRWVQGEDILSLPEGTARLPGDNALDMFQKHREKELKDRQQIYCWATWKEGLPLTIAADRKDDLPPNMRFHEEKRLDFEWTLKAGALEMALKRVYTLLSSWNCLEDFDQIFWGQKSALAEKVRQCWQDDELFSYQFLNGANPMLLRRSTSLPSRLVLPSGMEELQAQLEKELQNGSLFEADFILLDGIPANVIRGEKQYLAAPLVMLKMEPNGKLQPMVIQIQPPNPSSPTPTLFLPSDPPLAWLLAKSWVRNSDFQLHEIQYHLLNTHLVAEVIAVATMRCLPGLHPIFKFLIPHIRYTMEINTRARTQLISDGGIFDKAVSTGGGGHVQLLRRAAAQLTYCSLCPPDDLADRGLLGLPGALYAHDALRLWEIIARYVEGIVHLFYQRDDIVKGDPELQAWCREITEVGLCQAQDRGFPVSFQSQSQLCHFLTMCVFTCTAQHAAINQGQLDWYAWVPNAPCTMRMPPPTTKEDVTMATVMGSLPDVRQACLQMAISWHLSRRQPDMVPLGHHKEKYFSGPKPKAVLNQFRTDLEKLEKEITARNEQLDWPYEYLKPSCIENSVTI
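Purified human 12hLO (150 nM final) in 25 mM Hepes, 0.01% Triton X-100, pH 7.0 was preincubated 15 min at room temperature with compound. Then 40 uM arachidonic acid was added, 30 min. Hydroperoxide was read by Fe-XO absorbance ratio 573/405 nm.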
LDHA block = qHTS assay for inhibitors of human lactate dehydrogenase; activity change, % (values are at about 110 or 230 µM); purified LDHA, NADH/diaphorase-resazurin fluorescence; stronger effect = lower value; actives 0.15% (n = 480,000); L-lactate dehydrogenase A chain (Homo sapiens), P00338; AID 1347041, 2019; in the data active = activity change below about -30%; inconclusive = mostly about -25% to -30%;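 note: plate controls were DMSO wells for no effect and wells without enzyme for full effect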
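LDH5 2 nM; NADH 0.06 mM, pyruvate 0.2 mM; 200 mM Tris pH 7.4, EDTA, Tween-20; 5 min RT. Detection: diaphorase 0.133 mg/mL + resazurin 37 µM, fluorescence ex540/em590 at 0 and 20 min; normalized to enzyme-free and DMSO wells.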
Vif-A3F inh = qHTS for Inhibitors of Vif-A3F Interactions: qHTS. HeLa A3F-eYFP + Vif (tagged APOBEC3F with the HIV-1 protein that degrades it), YFP fluorescence increase. Potency, µM (highest dose often 46.1 µM), without a hit: at the top dose activity, negative = active. actives 0.2% (n = 390,000). AID 602313, 2012; note: potency is the fitted concentration of half-maximal effect; % of control where 0% means no effect; nearly all actives have a fitted effect of over 65% in size
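Fluorescence increase (Ex 488/Em 500-530) after overnight compound treatment at 37 deg C flags inhibition of Vif-driven A3F-eYFP loss in stable HeLa A3F-eYFP/Vif cells seeded overnight beforehand.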
Vif-A3G inh = qHTS for Inhibitors of Vif-A3G Interactions: qHTS | DNA dC->dU-editing enzyme APOBEC-3G (Homo sapiens), Q9HC16 | Potency, µM (titrated, usually from 46.1 µM), without a hit: at the highest dose activity, negative = active, hits mostly inhibitors | actives 0.076% (n = 410,000) | HeLa A3G-eYFP + Vif (tagged APOBEC3G with the HIV-1 protein that degrades it), YFP fluorescence, overnight;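 note: potency is the fitted concentration of half-maximal effect; % is set by controls: 0 for no effect and ±100 for the full control effect; nearly all actives have a fitted effect of over 60% in size; hits raise eYFP signal because A3G escapes Vif-driven loss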
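Read-out is eYFP fluorescence (Ex 488/Em 500-530) from Vif-expressing HeLa A3G-eYFP cells; more signal means A3G escaped Vif-mediated degradation. Cells plated overnight, compound pinned in, incubated overnight at 37 deg C.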
ERG-DNA inh = qHTS for Small Molecule Inhibitors of the ERG Ets/DNA interaction | Transcriptional regulator ERG (Homo sapiens), P11308 | fluorescence polarization, His-ERG Ets domain / labelled DNA | Potency, µM (series often up to 76.9 µM), for the others: at the top dose FP activity, negative = inhibition, most hits filed as inhibitors | actives 0.028% (n = 370,000) | AID 624246, 2012; active = well fitted inhibition curve with a large enough effect in the polarisation, with a control signal flat; inconclusive = small, poorly fitted or top-dose-only effect, or effect the other way, or a change in a side signal; inactive = no such curve, though single readings can be large or run the other way; the % refers to the polarisation;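 note: polarization taken with two DNA probes labelled with fluorescein and Texas red; potency is the fitted concentration of half-maximal effect; % of control where 0% means no effect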
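His-tagged ERG Ets domain (1 uM in the protein solution; 300mM KCl, 50mM Tris-HCl, 1mM EDTA, 1mM DTT, pH 7.5) received compound, then a probe mix of 5 nM fluorescein-DNA and 100nM Texas-615-DNA. Fluorescence polarization was read for both dyes.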
The depositor's hits bear a star; [ ] = remark or other dose. Unless noted, calls come from the whole dose curve; as a rule, active = well fitted curve in the direction sought with a large enough effect; inconclusive = small, poorly fitted or top-dose-only effect, or another doubt; inactive = no such curve, though single readings can be large; an effect the other way counts as inactive or inconclusive. An excerpt. The share of hits here may be higher or lower than overall.

Start of the listing, in advance:
CC(O)c1c(OCc2ccccc2)ncnc1OCc1ccccc1 (stereo not given) was read as RGS4 inh 17%, Glioma ERSR ind 3%, D2 antag -14, D2 ag 0.7, 12-LOX inh -7%, LDHA block 3, Vif-A3G inh -10% and ERG-DNA inh 3%.
For CC(=O)NCCc1ccc(S(=O)(=O)Nc2ccc3c(c2)OCCO3)cc1 the results were RGS4 inh -10%, Glioma ERSR ind -7%, 12-LOX inh inconclusive, LDHA block -5, Vif-A3F inh 8%, Vif-A3G inh 3% and ERG-DNA inh -9%.

The whole of this part, from the first entry:
CC(O)c1c(OCc2ccccc2)ncnc1OCc1ccccc1 (stereo not given) was read as RGS4 inh 17%, Glioma ERSR ind 3%, D2 antag -14, D2 ag 0.7, 12-LOX inh -7%, LDHA block 3, Vif-A3G inh -10% and ERG-DNA inh 3%.
For CC(=O)NCCc1ccc(S(=O)(=O)Nc2ccc3c(c2)OCCO3)cc1 the results were RGS4 inh -10%, Glioma ERSR ind -7%, 12-LOX inh inconclusive, LDHA block -5, Vif-A3F inh 8%, Vif-A3G inh 3% and ERG-DNA inh -9%.
For Oc1ccc(Br)cc1C1C=C(c2ccc3c(c2)OCO3)NC(c2c(F)cccc2Cl)N1 (stereo not given) the results were RGS4 inh 2%, Glioma ERSR ind inconclusive, LDHA block -1 and Vif-A3G inh -22%.
O=[N+]([O-])c1cc(-c2nc(-c3ccncc3)no2)cc([N+](=O)[O-])c1 was read as RGS4 inh -12%, Glioma ERSR ind -1%, D2 antag 6, D2 ag -0.5, 12-LOX inh -13%, LDHA block -1, Vif-A3F inh 9%, Vif-A3G inh -4% and ERG-DNA inh -3%.
O=c1[nH][nH]c(C(F)(F)F)c1C=Nc1cccc(Cl)c1 was read as RGS4 inh -13%, Glioma ERSR ind -4%, D2 antag 20, D2 ag 0.1, 12-LOX inh inconclusive, LDHA block -1, Vif-A3F inh 4%, Vif-A3G inh -5% and ERG-DNA inh 3%.
Cn1nc(-c2ccccc2)cc1NC(=O)Nc1ccccc1F was read as RGS4 inh 16%, Glioma ERSR ind inconclusive, D2 antag -13, D2 ag 0.7, 12-LOX inh 0%, LDHA block 2, Vif-A3F inh 1%, Vif-A3G inh 4% and ERG-DNA inh -6%.
`O=C(COC(=O)/C=C/c1ccccc1Cl)NC(=O)Cc1ccccc1` gave RGS4 inh 0%, Glioma ERSR ind -4%, D2 antag -18, D2 ag 0.4, 12-LOX inh -11%, LDHA block -2, Vif-A3F inh -4%, Vif-A3G inh 1% and ERG-DNA inh 1%.
Cc1ccc(F)c(S(=O)(=O)NC(=O)C2(C)CCN2C(=O)Cc2cccc3ccccc23)c1 (stereo not given) was read as Glioma ERSR ind 0%, 12-LOX inh -6%, LDHA block -8 and Vif-A3G inh -1%.
Cc1ccccc1-c1noc(CSc2nnc(Cc3ccccc3)n2-c2ccc(F)cc2)n1 was read as RGS4 inh -11%, Glioma ERSR ind -3%, D2 ag 2.4, 12-LOX inh -9%, LDHA block -10, Vif-A3F inh 0%, Vif-A3G inh -9% and ERG-DNA inh 2%.
`O=C(O)c1cccc(N/N=C(\N=Nc2ccccc2)c2ccccc2)c1` gave RGS4 inh -24%, Glioma ERSR ind 2%, D2 antag 3, D2 ag -2.0, 12-LOX inh inconclusive, LDHA block 1, Vif-A3F inh 10%, Vif-A3G inh -10% and ERG-DNA inh 6%.
Screening CC(C)c1cccc(C(C)C)c1NC(=O)COC(=O)c1ccc(OCC(=O)Nc2cccc(C(F)(F)F)c2)cc1 returned RGS4 inh 11%, Glioma ERSR ind -4%, D2 antag -11, D2 ag 0.8, 12-LOX inh -6%, LDHA block -1, Vif-A3F inh -4%, Vif-A3G inh 5% and ERG-DNA inh 1%.
For C/C=C\C=C\C(=O)N1CC2(CC(c3cccc(NC(=O)COc4ccc(Cl)cc4)c3)=NO2)C[C@H]1C(N)=O (stereo not given in full) the results were RGS4 inh inconclusive, Glioma ERSR ind -4%, D2 antag 2, D2 ag 0.5, 12-LOX inh inconclusive, LDHA block -1, Vif-A3F inh 0%, Vif-A3G inh -4% and ERG-DNA inh -2%.
COc1ccc(CCNS(=O)(=O)c2ccc3[nH]c(=O)[nH]c3c2)cc1 was read as RGS4 inh -2%, Glioma ERSR ind -4%, 12-LOX inh -11%, LDHA block -7, Vif-A3F inh 0%, Vif-A3G inh 0% and ERG-DNA inh -4%.
`Cc1cc(C)n(-c2nnc(C)n2/N=C/c2ccc(O)cc2)n1` gave RGS4 inh 17%, Glioma ERSR ind -1%, 12-LOX inh -7%, LDHA block -9, Vif-A3F inh -3%, Vif-A3G inh 2% and ERG-DNA inh 3%.
`CC1CC(C)CN(C(=O)COC(=O)c2cc3ccccc3oc2=O)C1` (stereo not given) gave RGS4 inh 11%, Glioma ERSR ind 7%, 12-LOX inh -12%, LDHA block -9, Vif-A3F inh 4%, Vif-A3G inh 1% and ERG-DNA inh 4%.
`O=C(Nc1ccc2c(c1)OCO2)C1Cc2ccccc2CN1S(=O)(=O)c1cccs1` (stereo not given) gave RGS4 inh -14%, Glioma ERSR ind 8%, D2 antag -7, D2 ag 1.2, 12-LOX inh -2%, LDHA block -7, Vif-A3F inh 0%, Vif-A3G inh 0% and ERG-DNA inh 1%.
Screening COc1ccc2oc(=O)c(-c3csc(Nc4ccc(O)cc4)n3)cc2c1 returned RGS4 inh -15%, Glioma ERSR ind -3%, 12-LOX inh inconclusive, LDHA block -10, Vif-A3F inh inconclusive, Vif-A3G inh -20% and ERG-DNA inh inconclusive.
For Cc1c(C(=O)OCC(O)=C(C#N)c2nc3ccccc3[nH]2)oc2ccc(Br)cc12 the results were RGS4 inh -16%, Glioma ERSR ind -3%, 12-LOX inh -9%, LDHA block 8, Vif-A3F inh inconclusive, Vif-A3G inh -2% and ERG-DNA inh 15%.
For O/N=C/c1ccccc1OCc1ccccc1Cl the results were RGS4 inh -14%, Glioma ERSR ind 2%, D2 antag 6, D2 ag -1.1, 12-LOX inh -30%, LDHA block -3, Vif-A3F inh -6%, Vif-A3G inh -6% and ERG-DNA inh 1%.
COc1cccc(CN2CCN(c3ccc(F)cc3)C2=O)c1 was read as RGS4 inh -13%, Glioma ERSR ind 4%, D2 antag -19, D2 ag -2.0, 12-LOX inh 2%, LDHA block 2, Vif-A3F inh -2%, Vif-A3G inh 9% and ERG-DNA inh 7%.
`COc1ccccc1NC(=O)c1sc2nc(Cc3ccccc3)cc(C(F)(F)F)c2c1N` gave RGS4 inh -18%, Glioma ERSR ind -4%, D2 antag 22, D2 ag 1.6, 12-LOX inh 12%, LDHA block -8, Vif-A3F inh inconclusive, Vif-A3G inh -6% and ERG-DNA inh -5%.
O=C(NCCCN1CCOCC1)c1ccc(Cl)c(S(=O)(=O)N2CCCCCC2)c1 was read as RGS4 inh -8%, Glioma ERSR ind -3%, D2 antag 10, D2 ag 0.2, 12-LOX inh -14%, LDHA block 0, Vif-A3F inh -4%, Vif-A3G inh 0% and ERG-DNA inh 5%.
For COc1ccccc1C(=O)COC(=O)CCCN=C1NS(=O)(=O)c2ccccc21 the results were RGS4 inh 6%, Glioma ERSR ind -5%, D2 antag 1, D2 ag 0.2, 12-LOX inh 9%, LDHA block -5, Vif-A3F inh -12%, Vif-A3G inh 1% and ERG-DNA inh 3%.
`O=C(O)c1ccc(N/N=C/c2ccc(-c3ccccc3)cc2)cc1` gave RGS4 inh -41%, Glioma ERSR ind 2%, D2 antag -1, D2 ag -1.1, 12-LOX inh inconclusive, LDHA block -2, Vif-A3F inh -12%, Vif-A3G inh -28% and ERG-DNA inh -1%.
For COc1ccc(-c2[nH]ncc2-c2ccc(Cl)cc2)c(O)c1 the results were RGS4 inh -10%, Glioma ERSR ind -8%, D2 antag -5, D2 ag -0.9, 12-LOX inh 52%[activator], LDHA block 2, Vif-A3F inh 0%, Vif-A3G inh -22% and ERG-DNA inh -1%.
Screening COc1cc2nc(SCc3ccc(C)cc3)n3nc(CCn4nc(C)cc4C)nc3c2cc1OC returned RGS4 inh -18%, Glioma ERSR ind -3%, D2 ag -0.6, 12-LOX inh -15%, LDHA block 0, Vif-A3F inh 2%, Vif-A3G inh 0% and ERG-DNA inh 4%.
O=C(CSc1nccc(=O)[nH]1)Nc1ccc2ccccc2c1 was read as RGS4 inh 6%, Glioma ERSR ind -5%, 12-LOX inh inconclusive, LDHA block -4, Vif-A3F inh 0%, Vif-A3G inh 1% and ERG-DNA inh -9%.
